Source: PubChem BioAssay
TTR transcr act = TTR transcription activation, primary screen; activation, % at 16.7 µM; SH-SY5Y TTR promoter Gaussia luciferase, luminescence; 100% = recombinant luciferase protein wells; actives 1.3% (n = 92,000);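 active means activation above the mean of all tested compounds plus 3 SD, cut at about 9.5% in these data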;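 further: cells exposed to compounds for one day before reading; 0% = median of all test compound wells on the plate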
* = called active by the depositor. These rows are one share of the data; count on the stated rates, not on these rows.

The opening 2 compounds as a preview:
SMILES	TTR transcr act
Nc1c2ccccc2nc2ccccc12	1.4
COc1cc(C=O)ccc1O	4.3

Main list, repeating the preview:
SMILES	TTR transcr act
Nc1c2ccccc2nc2ccccc12	1.4
COc1cc(C=O)ccc1O	4.3
Cc1nc2c3ccccc3nc(NNC(=O)CCC(=O)N3CCN(c4ccccc4F)CC3)n2n1	2.1
O=[N+]([O-])c1cncn1CCN1CCOCC1	-0.3
O=C(O)Cc1sc(-c2ccccc2)nc1-c1ccc(Cl)cc1	1.1
CC(=O)Oc1ccc2c(C)cc(=O)oc2c1	1.1
O=C(Nc1cc(-c2ccccc2)nn1-c1ccccc1F)c1ccc([N+](=O)[O-])cc1	-0.8

Some values from the results shown:
Cc1nc2c3ccccc3nc(NNC(=O)CCC(=O)N3CCN(c4ccccc4F)CC3)n2n1 in TTR transcr act = 2.1
O=C(Nc1cc(-c2ccccc2)nn1-c1ccccc1F)c1ccc([N+](=O)[O-])cc1 in TTR transcr act = -0.8
CC(=O)Oc1ccc2c(C)cc(=O)oc2c1 in TTR transcr act = 1.1
